RGS4 act: potentiators or activators of RGS4. HEK293 M3R/inducible RGS4, carbachol calcium flux Fluo4; active compounds read low. B-score at 10 µM. 310,000 compounds, 0.92% hits. AID 463111;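 active means B-score of the integrated calcium signal more than 4 SD below the library mean, with starting fluorescence not abnormally high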;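 further: negative B-score means reduced calcium response which marks RGS4 activation or potentiation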
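test system = HEK293 cells with stable M3R and inducible RGS4 | schedule = recording 10 s baseline at 1 Hz, 100 s post-agonist | technique = Fluo4-AM (2 µM) calcium-flux fluorescence, kinetic read | measure = Agonist-evoked peak-minus-minimum fluorescence over baseline, integrated ratio, B score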
HDAC3 inhib: blocks human histone deacetylase 3 | O15379 | recombinant HDAC3, fluorogenic peptide/trypsin coupled, fluorescence | inhibition, % at 8.3 µM | 320,000 compounds, 0.15% hits; in the data active means inhibition above about 26%, passing the limit was not always enough; inconclusive means no clear call, values can overlap the other calls
Target sequence (O15379 whole entry, looked up): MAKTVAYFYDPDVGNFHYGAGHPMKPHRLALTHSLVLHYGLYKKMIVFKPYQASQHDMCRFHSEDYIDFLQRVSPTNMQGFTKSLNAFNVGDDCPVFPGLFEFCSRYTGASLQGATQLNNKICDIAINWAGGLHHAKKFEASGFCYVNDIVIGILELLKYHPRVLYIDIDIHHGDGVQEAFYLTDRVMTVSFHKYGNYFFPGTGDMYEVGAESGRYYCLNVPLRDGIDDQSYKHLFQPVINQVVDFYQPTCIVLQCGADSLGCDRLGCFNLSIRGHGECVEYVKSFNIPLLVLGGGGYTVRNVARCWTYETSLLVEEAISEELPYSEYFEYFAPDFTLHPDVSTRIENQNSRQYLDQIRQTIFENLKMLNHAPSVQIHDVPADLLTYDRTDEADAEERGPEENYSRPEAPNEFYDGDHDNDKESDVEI
MrgX1 allo act: human MrgX1 positive allosteric modulation, primary screen; 310,000 compounds, 0.63% hits; MrgX1-HEK293, Fluo-4 calcium flux, FDSS; active compounds read high; Q96LB2; B-score at 10 µM;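 active means plate-corrected calcium response at least 3 library SD above typical, normal starting fluorescence, not activating the receptor alone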;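 further: compound read alongside a low EC10 to EC30 dose of BAM8-22 agonist; peak minus trough fluorescence over baseline measured at the second addition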
Target sequence (Q96LB2 whole entry, looked up): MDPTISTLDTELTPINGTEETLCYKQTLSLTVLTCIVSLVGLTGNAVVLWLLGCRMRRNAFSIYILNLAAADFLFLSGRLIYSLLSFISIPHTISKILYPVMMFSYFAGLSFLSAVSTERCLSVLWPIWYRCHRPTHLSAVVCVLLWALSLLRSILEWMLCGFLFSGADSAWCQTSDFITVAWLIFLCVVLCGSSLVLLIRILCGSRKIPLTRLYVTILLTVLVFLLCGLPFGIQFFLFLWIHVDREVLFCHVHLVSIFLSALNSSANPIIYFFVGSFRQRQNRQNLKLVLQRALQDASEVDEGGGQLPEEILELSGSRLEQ
RGS4 block: inhibitors of human RGS4; P49798; HEK293 M3R/RGS4 inducible, Fluo-4 calcium flux; active compounds read high; triggered by carbachol at its EC20; B-score at 10 µM; 310,000 compounds, 0.45% hits;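 active means B-score, a plate-corrected calcium signal, over three deviations above library mean, with baseline fluorescence within five deviations of library mean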;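 further: RGS4 expression induced by doxycycline in cells with stable M3 receptor; B-score is computed from the integrated fluorescence ratio over baseline after carbachol; higher B-score means a larger calcium signal and so more RGS4 inhibition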
Target sequence (P49798 whole entry, looked up): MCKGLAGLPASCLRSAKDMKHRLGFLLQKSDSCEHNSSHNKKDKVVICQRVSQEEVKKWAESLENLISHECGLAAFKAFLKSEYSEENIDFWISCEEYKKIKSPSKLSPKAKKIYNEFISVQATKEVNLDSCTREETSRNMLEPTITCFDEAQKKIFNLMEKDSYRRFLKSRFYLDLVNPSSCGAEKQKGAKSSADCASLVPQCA
TRPC6 inhibitor: inhibitors of mouse TRPC6 channel | Q61143 | HEK293-TRPC6, membrane potential dye, ACh-evoked depolarization; active compounds read low | B-score at 10 µM | 310,000 compounds, 1.1% hits;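 active means B-score under library mean minus 3 SD, initial fluorescence not abnormally high, positive integrated signal ratio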;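 further: B-score derived from integrated fluorescence ratio over the kinetic read; more negative B-score means stronger inhibition of depolarization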
MrgX1 agonist: activates human MrgX1 receptor signaling; MrgX1-HEK293 cells, Fluo-4 calcium fluorescence, agonist mode; active compounds read high; B-score at 10 µM; 310,000 compounds, 0.44% hits;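 active means calcium response B-score plate-corrected fluorescence ratio at least 3 library SD, with starting fluorescence B-score inside 5 SD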
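Material: MrgX1-expressing HEK293 cells / Dosing: compound as first of three additions / Incubation: overnight seeding, then 1 h dark dye loading / Signal: Fluo-4 NW calcium fluorescence / Evaluation: B-scored fluorescence response ratio / Benchmarks: positive and negative control wells on each plate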
TRPC6 activator: activates the mouse TRPC6 cation channel. HEK293-TRPC6 membrane potential dye fluorescence; active compounds read high. B-score at 10 µM. 310,000 compounds, 0.13% hits. AID 2550;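 active means B-score of the integrated fluorescence ratio above library mean plus 3 SD, and starting fluorescence ratio within library mean plus 5 SD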;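 further: higher score means more depolarization so channel activation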
TMEM16A act: mouse TMEM16A channel activation, primary screen. HEK293 TMEM16A/YFP-H148Q/I152L, iodide quench fluorescence; active compounds read low. B-score at 10 µM. 340,000 compounds, 0.3% hits. Q8BHY3;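 active means fluorescence-ratio B-score plate-corrected deviation score at least 3 library SD below zero, with starting fluorescence score within 5 deviations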;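 further: channel opened by trigger with iodide after compound preincubation; score built on the fluorescence ratio of max minus min over baseline; more negative score means more quench and so TMEM16A activation or potentiation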
TMEM16A inh: mouse TMEM16A channel inhibition, primary screen. 310,000 compounds, 1.2% hits. HEK293 TMEM16A/YFP iodide influx fluorescence, ionomycin. AID 588511. normalized B-score (activity score, 25-100; higher = stronger inhibition) at 10 µM. Q8BHY3;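 active means ratio plate-corrected score three or more library SD toward inhibition, starting fluorescence score within five deviations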;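 further: score derived from kinetic fluorescence span divided by baseline fluorescence per well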
MrgX1 antag: blocks BAM8-22 activation of human MrgX1 receptor. B-score at 10 µM. Q96LB2. MRGX1-HEK293 calcium flux, Fluo-4, BAM8-22 antagonism; active compounds read low. 310,000 compounds, 1.3% hits. AID 588676;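 active means calcium-response B-score plate-corrected more than 3 library SD below zero, starting fluorescence within 5 deviations, no agonist response on first addition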;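 further: peak minus trough fluorescence over baseline after final BAM8-22 challenge near maximal dose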
SKKanGAS inh: blocks kanamycin growth of S. pyogenes SKKanGAS strain. BacTiter-Glo, 6 h. inhibition, % at 7.5 µM. 300,000 compounds, 1.3% hits. AID 1662;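 active means mean replicate score, as percent of positive control median, at least 50; inconclusive means mean below 50 but one replicate at or above 50; inactive means mean and every replicate below 50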;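 further: strain carries kanamycin resistance gene driven by streptokinase promoter and grows in 40 µg/ml kanamycin; loss of luminescence reflects streptokinase promoter inhibition or plain growth inhibition; 0% = median of DMSO wells and 100% = positive control at its reference dose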
* marks the source's active call; other numbers are inactive results; i = inactive; ? = inconclusive; . = no result given.

SMILES	RGS4 act	HDAC3 inhib	MrgX1 allo act	RGS4 block	TRPC6 inhibitor	MrgX1 agonist	TRPC6 activator	TMEM16A act	TMEM16A inh	MrgX1 antag	SKKanGAS inh
CC(Cl)C(=O)Nc1cc(C(C)(C)C)nn1-c1ccccc1 (stereo not drawn)	i	-3	i	i	i	i	i	i	i	i	2
Cc1ccc(Sc2ccncc2S(N)(=O)=O)cc1	i	-7	i	i	i	i	i	i	i	i	-1
CCOc1ccc(CNc2ccc3c(c2)ncn3C)cc1	i	-5	i	i	i	i	i	i	i	i	4
O=C(COC(=O)COc1ccccc1)NC1CCCc2ccccc21 (stereo not drawn)	i	-7	i	i	i	i	i	i	i	i	4
Cc1ccc(O)c(Nc2nc(-c3ccccc3)nc3ccccc23)c1	i	-5	i	i	i	i	i	i	i	i	-4
CN(C)CCO/N=C(\c1ccc(Br)cc1)c1cccnc1	i	-11	i	i	i	i	i	i	i	i	5
O=C(CS(=O)(=O)c1c[nH]c2ccccc12)NC1CCCCC1	i	-1	i	i	i	i	i	i	i	-10*	-3
CCCc1[nH]nc2c1C(c1ccc(OCCN3CCOCC3)c(OC)c1)C(C#N)=C(N)O2 (stereo not drawn)	i	5	i	i	i	i	i	i	i	i	-1
COc1cccc(NC(=O)Nc2nnc(CC(=O)Nc3ccccc3)s2)c1	i	0	i	i	i	i	i	i	i	i	-4
Clc1ccc(CN2CCN(/N=C/c3cccnc3)CC2)cc1	i	-3	i	i	i	i	i	i	i	i	0
Nc1cc[n+](CC(=O)Nc2ccccc2)cc1	i	0	i	i	i	i	i	i	i	i	-4
COc1ccc2[nH]c(=O)c(CN(C)C(=O)COc3ccccc3)cc2c1	i	10	i	i	i	i	i	i	i	i	15
Cc1cccc(C(=O)Nc2ccc(NC(=O)Cc3ccc(Cl)cc3)cc2)c1	i	-10	i	i	i	i	i	i	i	i	6
CC1(C)Cc2nc3sc4c(OCc5ccccc5)ncnc4c3cc2CO1	i	-7	i	i	i	i	i	i	i	i	?
O=C(Nc1ccc(F)cc1)C(Sc1nnc2ccccn12)c1ccccc1 (stereo not drawn)	i	4	i	i	i	i	i	i	i	i	-15
CC(C)(C)NC(=O)c1ccncc1	i	4	i	i	i	i	i	i	i	i	-1
CC(C)CCNC(=O)c1ccc2c(c1)N(C)C(=O)c1ccccc1S2	i	-1	i	i	i	i	i	i	i	i	1
NS(=O)(=O)c1ccc(CNC(=S)NC2CCCC2)cc1	i	0	i	i	i	i	i	i	i	i	-5
Cc1ccc(S(=O)(=O)Cn2nnnc2C(C)N2CCN(C(=O)c3ccco3)CC2)cc1 (stereo not drawn)	i	.	i	i	i	i	i	i	i	i	5
C=Cc1cccc(NC(=O)COc2ccccc2)c1	i	3	i	i	i	i	i	i	i	i	-11
COc1ccc(O)c(CNn2c(-c3ccc(Br)cc3)nc3ccccc3c2=O)c1	i	2	i	i	i	i	i	i	i	i	-5
Fc1ccccc1Cn1nnc2c(NCc3ccccn3)ncnc21	i	0	i	i	i	i	i	i	i	i	-7
c1ccc(CNc2ncnc3nc[nH]c23)cc1	i	.	i	i	i	i	i	i	i	i	-6
O=C(O)CCC(=O)NNC(=O)CCC(=O)NCc1ccccc1	i	0	i	i	i	i	i	i	i	i	-6
CCOCCCNC(=O)Cn1ncc2c(=O)oc3ccccc3c21	i	0	i	i	i	i	i	i	i	i	-4
COc1ccc(CCNC(=O)c2cc(-c3ccco3)on2)cc1OC	i	0	i	i	i	i	i	i	i	i	0
CC(=O)Nc1cccc(C(=O)OCC(=O)NC(=O)c2ccccc2)c1	i	-4	i	i	i	i	i	i	i	i	-12
Cc1ccc(C)c(NC(=O)CN(C)C(=O)c2ccncc2)c1	i	-8	i	i	i	i	i	i	i	i	-4
Cn1cccc1C(=O)Nc1nccs1	i	4	i	i	i	i	i	i	i	i	-2
COc1ccc(/C=N/NC(=S)Nc2ccccc2)cc1	i	5	i	i	i	i	i	i	i	i	26
CC(C)C[C@H](NC(=O)Nc1cccc(Br)c1)C(=O)O	i	4	i	i	i	i	i	i	i	i	-3
Cc1ccc(CNc2nc(N)c([N+](=O)[O-])c(NCc3ccccc3)n2)cc1	i	3	i	i	i	i	i	i	i	i	-4
CS(=O)(=O)N1CCC(Oc2ccccc2C(=O)NC2CCCCCC2)CC1	i	3	i	i	i	i	i	i	i	i	5
CC1CCN(C(=O)C2CCN(S(=O)(=O)c3cccc4nonc34)CC2)CC1	i	-11	i	i	i	i	i	i	i	i	-7
O=C(C[n+]1ccccc1)Nc1nc2ccccc2s1	i	-2	i	i	i	i	i	i	i	i	6
Clc1ccc(-c2cn3cccnc3n2)cc1	i	-15	i	i	i	i	i	i	i	i	-9
Cc1ccc2cc3cc(C(=O)N4CC(C)CC(C)C4)oc3nc2c1 (stereo not drawn)	i	0	i	i	i	i	i	i	i	i	8
CC(=O)C(Cc1ccccc1)NC(=O)CN1CCN(Cc2ccccc2)CC1 (stereo not drawn)	i	5	i	i	i	i	i	i	i	i	3
COc1ccc2c(c1)sc1nc(-c3ccccc3)cn12	i	-5	i	i	i	i	i	i	i	i	19
O=C(C1CCCN1S(=O)(=O)c1cccc2nsnc12)N1CCN(c2ccc(F)cc2)CC1 (stereo not drawn)	i	.	i	i	i	i	i	i	i	i	-3
CCOC(=O)N/N=C/c1c(C)nn(-c2cccc(C(F)(F)F)c2)c1Cl	i	6	i	i	i	i	i	i	i	i	0
O=C(NC(=S)N1CCN(C/C=C/c2ccccc2)CC1)c1ccco1	i	-2	i	i	i	i	i	i	i	i	1
O=C(CN1CCC(n2nnc3ccccc32)CC1)NCc1cccs1	i	4	i	i	i	i	i	i	i	i	1
Cn1c(CNC(=O)CNC(=O)c2ccccc2)cc(=O)n(C)c1=O	i	-9	i	i	i	i	i	i	i	i	1
CNCC(=O)Nc1c(C)n[nH]c1C	i	-1	i	i	i	i	i	i	i	i	-4
Cc1[nH]c2ccccc2c1SCC(=O)NC1CCCCC1	i	3	i	i	i	i	i	i	i	i	-4
O=C1CC(Sc2nnc(-c3ccccc3)o2)C(=O)N1c1ccccc1 (stereo not drawn)	i	6	i	i	i	i	i	i	i	i	-1
COCCn1c(SCc2nc(N)nc(Nc3ccccc3C)n2)nc2ccccc2c1=O	i	-6	i	i	i	i	i	i	i	i	4
COc1ccc(OC)c(CCNC(=O)c2ccc(CS(=O)(=O)c3ccc(Br)cc3)o2)c1	i	9	i	i	i	i	i	i	i	i	-4
CCO[C@H]1OC(C(=O)N2CCCCCCC2)=C[C@@H](C)[C@@H]1CCCO	i	-13	i	i	i	i	i	i	i	i	1
CC(C)CCN(C)c1ccc(/C=N/n2cnnc2)cc1	i	-3	i	i	i	i	i	i	i	i	-14
Cc1cccc(N(CC(=O)NCc2ccc3c(c2)OCO3)C(=O)CCC(=O)Nc2ccccn2)c1	i	1	i	i	i	i	i	i	i	i	7
O=C(Nc1ccc2c(c1)OCO2)c1ccc(CN2CCOCC2)cc1	i	0	i	i	i	i	i	i	i	i	-7
O=C(NCc1ccccc1)C(c1ccco1)N(C(=O)c1csnn1)C1CC1 (stereo not drawn)	i	7	i	i	i	i	i	i	i	i	5
CCOc1cc(/C=N/NC(=O)CN2CCCCC2)ccc1O	i	-10	i	i	i	i	i	i	i	i	2
O=C(N/N=C/c1cc([N+](=O)[O-])ccc1O)C1CCCCC1	i	?	i	i	i	i	i	i	i	i	-4
N#Cc1ccc(C(c2nnnn2Cc2ccccc2)N2CCCC2)cc1 (stereo not drawn)	i	1	i	i	i	i	i	i	i	i	4
COc1cccc(OC)c1C(=O)N1CCN(Cc2ccc3c(c2)OCO3)CC1	i	3	i	i	i	i	i	i	i	i	4
CCC1S/C(=N/N=C/c2ccco2)N(Cc2ccc(F)cc2)C1=O (stereo not drawn)	i	0	i	i	i	i	i	i	i	i	-14
O=C(COc1cc(Cl)c(Cl)cc1Cl)Nc1ccncc1	i	0	i	i	i	i	i	i	i	i	-2
Continued:
SMILES	RGS4 act	HDAC3 inhib	MrgX1 allo act	RGS4 block	TRPC6 inhibitor	MrgX1 agonist	TRPC6 activator	TMEM16A act	TMEM16A inh	MrgX1 antag	SKKanGAS inh
OC(c1ccccc1)c1nc2ccccc2[nH]1 (stereo not drawn)	i	-2	i	i	i	i	i	i	i	i	-5
COc1ccccc1Nc1nc(N)nc(CN2CCN(Cc3ccc4c(c3)OCO4)CC2)n1	i	3	i	i	i	i	i	i	i	i	1
O=C(CCC(=O)N1CCOCC1)c1ccc(F)cc1	i	5	i	i	i	i	i	i	i	i	-2
CCc1c(C)nc2c(OC)cccc2c1SCCC(=O)O	i	-4	i	i	i	i	i	i	i	i	-6
C/C(=N\NC(=O)Nc1ccccc1)c1ccc2ccccc2c1	i	3	i	i	i	i	i	i	i	i	-10
O=C(Cn1c(COc2ccccc2)nc2ccccc21)Nc1cc(Cl)c(Cl)cc1Cl	i	-1	i	i	i	i	i	.	i	i	6
CC(=O)Oc1cccc(N2C(=O)C3C4C=CC(CC4)C3C2=O)c1 (stereo not drawn)	i	5	i	i	i	i	i	i	i	i	-3
Cc1ccc2nc(-c3ccncc3)cc(C(=O)NCc3ccccc3F)c2c1	i	-4	i	i	i	i	i	i	i	i	-3
CC(O)CNc1cnccn1 (stereo not drawn)	i	-7	i	i	i	i	i	i	i	i	-3
COc1ccc(NC(=O)CSc2nnc3ccc(-c4cccnc4)nn23)c(OC)c1	i	0	i	i	i	i	i	i	i	i	-4
CCOn1c(=O)c(C)[n+]([O-])c2ccccc21	i	4	i	i	i	i	i	i	i	i	-2
O=C(NC(C(=O)O)c1ccccc1)c1ccc(S(=O)(=O)N2CCOCC2)cc1 (stereo not drawn)	i	1	i	i	i	i	i	i	i	i	1

Structures listed so far shown as hits in MrgX1 antag.
compound | HDAC3 inhib | RGS4 block | TRPC6 activator | TMEM16A act | MrgX1 antag
O=C(CS(=O)(=O)c1c[nH]c2ccccc12)NC1CCCCC1 | -1 | i | i | i | -10*
